Mdm2-MdmX inh = inhibitors of human Mdm2/MdmX interaction; O15151+Q00987; SaOS-2 split-luciferase Mdm2/MdmX complementation, luminescence; AID 485346; 330,000 compounds, 3% hits; inhibition, % at 8 µM;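 active = inhibition of at least 50% at 8 µM in the primary screen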
Target sequence (O15151 whole entry, looked up): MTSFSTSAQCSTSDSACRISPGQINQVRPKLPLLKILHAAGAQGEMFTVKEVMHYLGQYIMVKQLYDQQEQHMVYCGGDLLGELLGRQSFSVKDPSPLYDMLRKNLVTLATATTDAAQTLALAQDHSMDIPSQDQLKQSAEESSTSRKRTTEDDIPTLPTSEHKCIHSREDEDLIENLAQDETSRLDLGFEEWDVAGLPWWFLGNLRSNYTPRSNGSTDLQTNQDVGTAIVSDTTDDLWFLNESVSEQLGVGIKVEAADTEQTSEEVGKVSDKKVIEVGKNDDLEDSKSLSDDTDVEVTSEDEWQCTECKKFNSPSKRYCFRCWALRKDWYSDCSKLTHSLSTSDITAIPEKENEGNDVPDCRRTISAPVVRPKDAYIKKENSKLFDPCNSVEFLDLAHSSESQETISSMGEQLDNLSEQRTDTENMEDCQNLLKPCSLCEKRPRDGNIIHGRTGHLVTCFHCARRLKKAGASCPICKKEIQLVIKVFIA
Target sequence (Q00987 whole entry, looked up): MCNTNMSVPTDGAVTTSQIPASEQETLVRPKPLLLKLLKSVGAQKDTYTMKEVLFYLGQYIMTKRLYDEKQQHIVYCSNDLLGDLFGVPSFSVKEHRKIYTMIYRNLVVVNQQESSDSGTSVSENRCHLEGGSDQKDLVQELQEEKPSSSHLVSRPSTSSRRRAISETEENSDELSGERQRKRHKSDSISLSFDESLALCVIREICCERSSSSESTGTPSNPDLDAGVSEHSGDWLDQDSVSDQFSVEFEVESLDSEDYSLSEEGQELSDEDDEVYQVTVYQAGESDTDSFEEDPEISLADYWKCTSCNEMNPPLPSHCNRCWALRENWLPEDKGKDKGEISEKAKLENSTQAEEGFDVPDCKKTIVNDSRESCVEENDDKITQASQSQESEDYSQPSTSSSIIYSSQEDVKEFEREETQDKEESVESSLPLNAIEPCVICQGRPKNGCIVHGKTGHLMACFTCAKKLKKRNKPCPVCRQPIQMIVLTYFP
697 NFkB inh = lowers PMA/ionomycin-induced NF-kB signal in 697 B cells; inhibition, % at 4 µM; 697 B-cell NF-kB luciferase reporter, 16 h; 330,000 compounds, 0.33% hits; AID 435022; in the data active = inhibition above about 35%
UPR XBP1 act = adaptive UPR (XBP1) activation | CHO-XBP1 luciferase reporter, IRE1-XBP1 UPR activation, luminescence; percent of tunicamycin response, DMSO as zero | activation, % at 20 µM | 330,000 compounds, 0.33% hits | AID 463104;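 active = versus positive control, 20 µM dose yields 30% or more activation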;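 note: 100% = tunicamycin at 10 µg/mL and 0% = DMSO only wells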
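Assay system: CHO-XBP1 luciferase reporter cells; Schedule: 6 h treatment, 37 °C; Detection: glow luminescence from Steady-Glo reagent; Benchmarks: high control tunicamycin 10 µg/mL final, low control DMSO vehicle only.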
TIM10 inh = TIM10 yeast growth inhibition | 330,000 compounds, 1.4% hits | inhibition, % at 10 µM | S. cerevisiae TIM10 strain growth, BacTiter-Glo luminescence, 24 h;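 active = inhibition of 40% or more at the single tested concentration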;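 note: wild-type TIM10 isogenic control strain grown at permissive 25 °C; 0% = DMSO yeast wells and 100% = minimal medium wells without yeast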
tim23-1 inh = growth inhibitors of tim23-1 mutant yeast | S. cerevisiae tim23-1 growth, BacTiter-Glo luminescence, 24 h | inhibition, % at 20 µM | 330,000 compounds, 1.3% hits | AID 463212;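 active = growth inhibition of the mutant yeast at or above 50%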;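 note: temperature-sensitive mutant grown at 25 °C; plate controls were DMSO-treated mutant yeast for no effect and medium wells lacking yeast for full effect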
Jurkat NFkB inh = lowers PMA/ionomycin-induced NF-kB signal in Jurkat cells; PMA/ionomycin-induced NF-kB luciferase reporter, luminescence; inhibition, % at 4 µM; 330,000 compounds, 0.53% hits; in the data active = inhibition above about 50%
tim10-1 inh = inhibits growth of tim10-1 mutant yeast; inhibition, % at 20 µM; AID 463190; 330,000 compounds, 2.2% hits; S. cerevisiae tim10-1 ts strain growth, BacTiter-Glo, 24 h;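 active = inhibition of at least 40%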;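 note: mutant grown at 25 °C; 0% = DMSO wells with yeast and 100% = wells holding no yeast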
CHOP UPR activ = activators of apoptotic arm of unfolded protein response (CHOP). 330,000 compounds, 0.34% hits. CHO-CHOP luciferase reporter, UPR activation, luminescence; percent of tunicamycin response over DMSO baseline. AID 449763. activation, % at 10 µM;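 active = at 10 µM dose, activation of 40% or more, normalized to positive control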;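 note: 100% = tunicamycin at 10 µg/mL and 0% = DMSO alone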
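System: CHO CHOP reporter cells. Amount: 500 cells per well. Buffer or medium: F12 medium, 10% FBS. Compound dosing: one dose, 10 µM in 0.5% DMSO. Incubation: 6 h compound exposure at 37 °C after overnight seeding. Technique: Steady-Glo luciferase luminescence. Benchmarks: tunicamycin and DMSO controls.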
* hit, by the source's call. No enrichment for hits. About 6.6% of those tested had a hit in this group.

How did CC(=O)Nc1ccc(S(=O)(=O)N2CCc3c(Cl)cccc3C2)cc1 do in these assays?
Mdm2-MdmX inh: 19; 697 NFkB inh: -16; UPR XBP1 act: -1; TIM10 inh: 19; tim23-1 inh: 33; Jurkat NFkB inh: 10; tim10-1 inh: 8; CHOP UPR activ: -1.0

Results for O=C(NC1CCCCC1)c1sc(=S)n2c1[nH]c(=O)c1ccccc12 ?
Mdm2-MdmX inh: 70*; 697 NFkB inh: -28; UPR XBP1 act: 0; TIM10 inh: 32; tim23-1 inh: 19; Jurkat NFkB inh: -19; tim10-1 inh: 39; CHOP UPR activ: 1.1

What do the screens show for `S=C(Nc1ccc2cn[nH]c2c1)Nc1ccccc1Cl`?
Mdm2-MdmX inh: -29; 697 NFkB inh: -89; UPR XBP1 act: 3; TIM10 inh: 16; tim23-1 inh: 24; Jurkat NFkB inh: -52; tim10-1 inh: 2; CHOP UPR activ: 3.9

Results for CC(=O)Nc1cccc(NC(=O)CSc2nccn2Cc2ccc(F)cc2)c1 ?
Mdm2-MdmX inh: 36; 697 NFkB inh: -13; UPR XBP1 act: -4; TIM10 inh: 8; tim23-1 inh: 18; Jurkat NFkB inh: -3; tim10-1 inh: 0; CHOP UPR activ: 1.7

What do the screens show for `O=C1CC(c2ccco2)CC(O)=C1C=NCCN1CCNCC1` (stereo not drawn)?
Mdm2-MdmX inh: 16; 697 NFkB inh: 13; UPR XBP1 act: -1; TIM10 inh: -6; tim23-1 inh: -5; Jurkat NFkB inh: 1; tim10-1 inh: -3; CHOP UPR activ: 0.9

What do the screens show for `O=Cc1cc(N=Nc2ccc(S(=O)(=O)O)cc2)ccc1O`?
Mdm2-MdmX inh: -10; 697 NFkB inh: -19; UPR XBP1 act: 2; TIM10 inh: -14; tim23-1 inh: 8; Jurkat NFkB inh: 1; tim10-1 inh: -1; CHOP UPR activ: -1.3

Results for C/C(=N\O)c1c(C)c2ccccc2n1C ?
Mdm2-MdmX inh: 4; 697 NFkB inh: -4; UPR XBP1 act: 2; TIM10 inh: -1; tim23-1 inh: 21; Jurkat NFkB inh: 1; tim10-1 inh: 6; CHOP UPR activ: -1.6

Results for O=C(Nc1ccc2c(c1)OCO2)c1cc2n(n1)C(C(F)(F)F)CC(c1ccccc1)N2 (stereo not drawn) ?
Mdm2-MdmX inh: 18; 697 NFkB inh: 12; UPR XBP1 act: 2; TIM10 inh: -4; tim23-1 inh: -7; Jurkat NFkB inh: 11; tim10-1 inh: 16; CHOP UPR activ: 0.0

How did COc1cc(-c2nc3ccccn3c2NCC2CCCO2)ccc1O (stereo not drawn) do in these assays?
Mdm2-MdmX inh: 28; 697 NFkB inh: 36*; UPR XBP1 act: -1; TIM10 inh: 14; tim23-1 inh: 11; Jurkat NFkB inh: -4; tim10-1 inh: 23; CHOP UPR activ: 1.5

Results for COCc1nnc(NC(=O)c2ccc(S(=O)(=O)N3CCCCCC3)cc2)o1 ?
Mdm2-MdmX inh: 5; 697 NFkB inh: 1; UPR XBP1 act: 2; TIM10 inh: 1; tim23-1 inh: 9; Jurkat NFkB inh: 11; tim10-1 inh: 13; CHOP UPR activ: -0.5

Results for COc1ccc(S(=O)(=O)Cc2ccc(C(=O)NC3CCC(C)CC3)o2)cc1 (stereo not drawn) ?
Mdm2-MdmX inh: 1; 697 NFkB inh: 2; UPR XBP1 act: -4; TIM10 inh: 12; tim23-1 inh: 23; Jurkat NFkB inh: 22; tim10-1 inh: 40*; CHOP UPR activ: 0.7

Results for Cc1ccc(NC(=O)C(c2ccccc2)N2CCN(CC(=O)NC3CC3)CC2)cc1 (stereo not drawn) ?
Mdm2-MdmX inh: -5; 697 NFkB inh: 8; UPR XBP1 act: 1; TIM10 inh: 0; tim23-1 inh: -18; Jurkat NFkB inh: -5; tim10-1 inh: -17; CHOP UPR activ: 0.6

Results for COCCCN1C(=O)N(c2ccc(F)cc2)C(=O)C1CC(=O)Nc1ccccc1 (stereo not drawn) ?
Mdm2-MdmX inh: 20; 697 NFkB inh: 0; UPR XBP1 act: -5; TIM10 inh: -16; tim23-1 inh: 7; Jurkat NFkB inh: -15; tim10-1 inh: 16; CHOP UPR activ: -0.6

What do the screens show for `CN(C)C(CNC(=O)CSc1nnc(-c2ccco2)o1)c1ccccc1` (stereo not drawn)?
Mdm2-MdmX inh: 8; 697 NFkB inh: -3; UPR XBP1 act: 0; TIM10 inh: -12; tim23-1 inh: 14; Jurkat NFkB inh: 3; tim10-1 inh: -5; CHOP UPR activ: -2.6

Results for CCn1nnnc1SCC(=O)Nc1cc(C)on1 ?
Mdm2-MdmX inh: -15; 697 NFkB inh: 28; UPR XBP1 act: 1; TIM10 inh: 9; tim23-1 inh: 33; Jurkat NFkB inh: 13; tim10-1 inh: 0; CHOP UPR activ: -2.5

How did CCOc1ccccc1NC(=O)N1CCC(c2nc3ccc(C)cc3[nH]2)CC1 do in these assays?
Mdm2-MdmX inh: 10; 697 NFkB inh: 23; UPR XBP1 act: -1; TIM10 inh: 13; tim23-1 inh: 3; Jurkat NFkB inh: 13; tim10-1 inh: 16; CHOP UPR activ: 0.3

How did CC(=O)c1cccc(NC(=O)c2ccc(N(Cc3ccc(C)cc3)S(C)(=O)=O)cc2)c1 do in these assays?
Mdm2-MdmX inh: 22; 697 NFkB inh: 10; UPR XBP1 act: -2; TIM10 inh: 8; tim23-1 inh: 15; Jurkat NFkB inh: 17; tim10-1 inh: 15; CHOP UPR activ: 0.6

How did CC(C)n1c(Nn2cnnc2)nc2ccccc21 do in these assays?
Mdm2-MdmX inh: 4; 697 NFkB inh: 14; UPR XBP1 act: -5; TIM10 inh: 4; tim23-1 inh: 11; Jurkat NFkB inh: 1; tim10-1 inh: -3; CHOP UPR activ: 1.1

How did O=C(NCCCc1ccccc1)c1cc(COc2ccc(F)cc2Cl)on1 do in these assays?
Mdm2-MdmX inh: 2; 697 NFkB inh: 4; UPR XBP1 act: -5; TIM10 inh: 13; tim23-1 inh: 36; Jurkat NFkB inh: 3; tim10-1 inh: 33; CHOP UPR activ: -0.6

How did O=C(NC(=S)NCc1ccccc1)c1ccccc1[N+](=O)[O-] do in these assays?
Mdm2-MdmX inh: 13; 697 NFkB inh: -4; UPR XBP1 act: 0; TIM10 inh: 16; tim23-1 inh: 17; Jurkat NFkB inh: -4; tim10-1 inh: 16; CHOP UPR activ: -1.4

Next part; the last 4 above are carried over.
How did CC(=O)c1cccc(NC(=O)c2ccc(N(Cc3ccc(C)cc3)S(C)(=O)=O)cc2)c1 do in these assays?
Mdm2-MdmX inh: 22; 697 NFkB inh: 10; UPR XBP1 act: -2; TIM10 inh: 8; tim23-1 inh: 15; Jurkat NFkB inh: 17; tim10-1 inh: 15; CHOP UPR activ: 0.6

How did CC(C)n1c(Nn2cnnc2)nc2ccccc21 do in these assays?
Mdm2-MdmX inh: 4; 697 NFkB inh: 14; UPR XBP1 act: -5; TIM10 inh: 4; tim23-1 inh: 11; Jurkat NFkB inh: 1; tim10-1 inh: -3; CHOP UPR activ: 1.1

How did O=C(NCCCc1ccccc1)c1cc(COc2ccc(F)cc2Cl)on1 do in these assays?
Mdm2-MdmX inh: 2; 697 NFkB inh: 4; UPR XBP1 act: -5; TIM10 inh: 13; tim23-1 inh: 36; Jurkat NFkB inh: 3; tim10-1 inh: 33; CHOP UPR activ: -0.6

How did O=C(NC(=S)NCc1ccccc1)c1ccccc1[N+](=O)[O-] do in these assays?
Mdm2-MdmX inh: 13; 697 NFkB inh: -4; UPR XBP1 act: 0; TIM10 inh: 16; tim23-1 inh: 17; Jurkat NFkB inh: -4; tim10-1 inh: 16; CHOP UPR activ: -1.4

What do the screens show for `CCn1c(CCC(N)=O)nnc1SCC(=O)Nc1cccc(S(=O)(=O)N2CCCC2)c1`?
Mdm2-MdmX inh: 4; 697 NFkB inh: 10; UPR XBP1 act: -1; TIM10 inh: 6; tim23-1 inh: -1; Jurkat NFkB inh: 0; tim10-1 inh: -9; CHOP UPR activ: 0.0

What do the screens show for `Cc1ccccc1-n1nnnc1SCc1cc(=O)n2ccsc2n1`?
Mdm2-MdmX inh: 10; 697 NFkB inh: 10; UPR XBP1 act: -2; TIM10 inh: 8; tim23-1 inh: 7; Jurkat NFkB inh: 1; tim10-1 inh: -6; CHOP UPR activ: 0.5

Results for CCCN(CC(=O)Nc1ccccc1OC)C(=O)CCNC(=O)c1ccccc1OC ?
Mdm2-MdmX inh: -48; 697 NFkB inh: 15; UPR XBP1 act: 1; TIM10 inh: -1; tim23-1 inh: -1; Jurkat NFkB inh: 16; tim10-1 inh: -4; CHOP UPR activ: 2.5

What do the screens show for `CC(=O)c1cc(C(=O)N2CCc3c([nH]c4ccccc34)C2CC(C)C)[nH]n1` (stereo not drawn)?
Mdm2-MdmX inh: 15; 697 NFkB inh: 19; UPR XBP1 act: -2; TIM10 inh: 32; tim23-1 inh: 6; Jurkat NFkB inh: 7; tim10-1 inh: 3; CHOP UPR activ: 0.4

Results for CCOC(=O)c1cccc(C(=O)Oc2ccccc2)n1 ?
Mdm2-MdmX inh: -8; 697 NFkB inh: 15; UPR XBP1 act: -5; TIM10 inh: -2; tim23-1 inh: -7; Jurkat NFkB inh: 9; tim10-1 inh: -3; CHOP UPR activ: -0.2

How did CCOc1ccc(-c2cc(C(=O)N3CCN(c4ccccn4)CC3)c3ccccc3n2)cc1 do in these assays?
Mdm2-MdmX inh: -29; 697 NFkB inh: -142; UPR XBP1 act: 12; TIM10 inh: 35; tim23-1 inh: 22; Jurkat NFkB inh: 47; tim10-1 inh: 5; CHOP UPR activ: 2.2

What do the screens show for `COc1ccc(N2CCN(S(=O)(=O)c3cn(C)cn3)CC2)cc1`?
Mdm2-MdmX inh: -4; 697 NFkB inh: 11; UPR XBP1 act: -3; TIM10 inh: -7; tim23-1 inh: 3; Jurkat NFkB inh: 7; tim10-1 inh: 12; CHOP UPR activ: 0.0

Results for CCOc1ccc(C2C3=C(CC(C)(C)CC3=O)N(CC(=O)O)C3=C2C(=O)CC(C)(C)C3)cc1OCC ?
Mdm2-MdmX inh: 15; 697 NFkB inh: -47; UPR XBP1 act: -6; TIM10 inh: 8; tim23-1 inh: 7; Jurkat NFkB inh: -4; tim10-1 inh: 7; CHOP UPR activ: 0.4

What do the screens show for `C/C(CC(=O)Nc1c(C)cc(C)cc1C)=N\NC(=O)OC(C)(C)C`?
Mdm2-MdmX inh: -15; 697 NFkB inh: -13; UPR XBP1 act: -2; TIM10 inh: -12; tim23-1 inh: 6; Jurkat NFkB inh: -18; tim10-1 inh: 5; CHOP UPR activ: 0.3

How did CC/C(=N/NC(=O)CCC(=O)Nc1ccccc1OC)c1ccccc1 do in these assays?
Mdm2-MdmX inh: 18; 697 NFkB inh: -27; UPR XBP1 act: -1; TIM10 inh: 4; tim23-1 inh: 10; Jurkat NFkB inh: 5; tim10-1 inh: -1; CHOP UPR activ: 3.4

What do the screens show for `CCCCCCCC(=O)Oc1ccc(C(=O)Nc2cc(C)on2)cc1`?
Mdm2-MdmX inh: -20; 697 NFkB inh: -26; UPR XBP1 act: -5; TIM10 inh: 0; tim23-1 inh: 18; Jurkat NFkB inh: -22; tim10-1 inh: 18; CHOP UPR activ: 3.2

How did CCOC(=O)N1CCN(C(=O)c2ccc(S(=O)(=O)Nc3ccc(C)cc3)cc2)CC1 do in these assays?
Mdm2-MdmX inh: 19; 697 NFkB inh: -21; UPR XBP1 act: -3; TIM10 inh: -4; tim23-1 inh: 16; Jurkat NFkB inh: 16; tim10-1 inh: 5; CHOP UPR activ: -0.4

Results for Cc1ccc(C(=O)CSc2nnc(CNc3ccc(C)cc3C)n2Cc2ccco2)cc1 ?
Mdm2-MdmX inh: 32; 697 NFkB inh: -4; UPR XBP1 act: -4; TIM10 inh: 19; tim23-1 inh: 9; Jurkat NFkB inh: -5; tim10-1 inh: 20; CHOP UPR activ: 1.6
